# Screening results: PubChem BioAssay, National Center for Advancing Translational Sciences (NCATS)
# KDM5B inhibitor: Primary screen for KDM5B Histone Demethylases FDH-coupled qHTS; hit rate 2.6% among 220,000; KDM5B demethylase, FDH-coupled NADH fluorescence (FDH is formaldehyde dehydrogenase); Potency, µM (series often up to 57.7 µM), for the others: top-dose activity change, negative = inhibition, most hits filed as inhibitors; active = well fitted inhibition curve with a large enough effect; inconclusive = small, poorly fitted or top-dose-only effect; inactive = no such curve, though single readings can be large or run the other way; also: 0% is about no effect; nearly all actives have a fitted effect of over 70% in size
# Target sequence (Q9UGL1 whole entry, looked up): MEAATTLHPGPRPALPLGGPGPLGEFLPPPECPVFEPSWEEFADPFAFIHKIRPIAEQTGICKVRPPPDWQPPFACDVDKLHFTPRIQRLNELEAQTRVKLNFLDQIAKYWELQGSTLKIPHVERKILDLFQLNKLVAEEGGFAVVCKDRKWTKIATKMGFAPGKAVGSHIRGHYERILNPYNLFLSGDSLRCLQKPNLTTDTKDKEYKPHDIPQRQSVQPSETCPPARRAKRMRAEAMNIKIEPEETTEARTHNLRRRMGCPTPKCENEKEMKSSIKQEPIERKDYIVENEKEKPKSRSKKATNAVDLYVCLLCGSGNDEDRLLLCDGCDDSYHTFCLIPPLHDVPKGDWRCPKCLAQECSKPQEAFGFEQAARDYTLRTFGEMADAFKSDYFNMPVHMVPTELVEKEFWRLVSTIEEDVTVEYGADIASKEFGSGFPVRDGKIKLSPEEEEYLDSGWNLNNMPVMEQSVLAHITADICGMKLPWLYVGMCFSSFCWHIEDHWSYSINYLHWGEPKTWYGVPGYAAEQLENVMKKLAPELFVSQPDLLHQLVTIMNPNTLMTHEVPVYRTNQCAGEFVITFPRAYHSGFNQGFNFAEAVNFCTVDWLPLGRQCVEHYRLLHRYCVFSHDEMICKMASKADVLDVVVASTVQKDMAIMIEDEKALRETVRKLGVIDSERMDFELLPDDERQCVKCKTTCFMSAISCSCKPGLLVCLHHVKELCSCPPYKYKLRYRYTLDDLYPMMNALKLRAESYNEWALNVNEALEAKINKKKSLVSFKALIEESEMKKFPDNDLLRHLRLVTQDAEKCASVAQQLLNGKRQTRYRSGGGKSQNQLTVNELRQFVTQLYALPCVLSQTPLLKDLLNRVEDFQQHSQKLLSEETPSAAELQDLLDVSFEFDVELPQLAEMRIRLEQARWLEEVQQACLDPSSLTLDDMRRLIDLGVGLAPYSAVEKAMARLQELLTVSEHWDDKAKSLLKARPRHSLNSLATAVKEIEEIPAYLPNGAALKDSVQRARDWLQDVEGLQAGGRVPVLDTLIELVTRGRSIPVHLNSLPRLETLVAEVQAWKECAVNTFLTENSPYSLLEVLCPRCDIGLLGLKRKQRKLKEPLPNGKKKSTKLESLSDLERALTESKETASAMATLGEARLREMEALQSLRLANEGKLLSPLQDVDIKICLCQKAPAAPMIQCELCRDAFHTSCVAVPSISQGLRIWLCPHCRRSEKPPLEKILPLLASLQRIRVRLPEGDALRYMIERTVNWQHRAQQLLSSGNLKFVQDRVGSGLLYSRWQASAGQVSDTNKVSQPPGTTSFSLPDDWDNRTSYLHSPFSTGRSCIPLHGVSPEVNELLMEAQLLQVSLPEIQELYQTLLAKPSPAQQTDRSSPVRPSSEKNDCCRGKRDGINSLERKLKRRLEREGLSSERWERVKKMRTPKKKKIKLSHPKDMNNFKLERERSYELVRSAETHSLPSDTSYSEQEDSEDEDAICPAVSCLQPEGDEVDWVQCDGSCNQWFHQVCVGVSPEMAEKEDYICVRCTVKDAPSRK
#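 KDM5BΔAP (200 nM final) in 50 mM HEPES pH 7.5, 0.01% Tween-20 was preincubated 10 min at RT with compound over a concentration range. Substrate mix (H3K4me3 12.5 µM, α-KG 25 µM, Fe²⁺, ascorbate, NAD⁺, FDH) was added, and NADH fluorescence change over 30 min gave dose-response curves.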
# The depositor's hits bear a star; ? = inconclusive; [ ] = another dose, or the depositor's remark. Potency is read from the fitted curve at half-maximal effect.
# The opening 5 entries, to show the layout:
KDM5B inhibitor | structure
16.3% | CC(=O)N1CCN(C(C(=O)O)c2c[nH]c3ccc(C)cc23)CC1 (stereo not drawn)
6.7% | COc1ccccc1NC(=O)C(C)N(C)Cc1ccc(Cl)s1 (stereo not drawn)
6.1%[149 µM] | COc1ccc(CNC2CN(C(=O)OC(C)(C)C)C2)cc1
3.4% | CNc1cc(C2CC(NC(=O)CCn3c(C)cccc3=O)C2)nc(N)n1 (stereo not drawn)
-2.3% | O=C1CCCC2=C1C(c1cccc(Cl)c1Cl)n1nnnc1N2 (stereo not drawn)

# The listing (from the top)
KDM5B inhibitor | structure
16.3% | CC(=O)N1CCN(C(C(=O)O)c2c[nH]c3ccc(C)cc23)CC1 (stereo not drawn)
6.7% | COc1ccccc1NC(=O)C(C)N(C)Cc1ccc(Cl)s1 (stereo not drawn)
6.1%[149 µM] | COc1ccc(CNC2CN(C(=O)OC(C)(C)C)C2)cc1
3.4% | CNc1cc(C2CC(NC(=O)CCn3c(C)cccc3=O)C2)nc(N)n1 (stereo not drawn)
-2.3% | O=C1CCCC2=C1C(c1cccc(Cl)c1Cl)n1nnnc1N2 (stereo not drawn)
4.4% | Cc1cc(C)c2c(CN3CCN(C)CC3)cc(=O)oc2c1
-28.6% | COc1ccc(Oc2cc(CNS(=O)(=O)N3CCCCCC3)ccn2)cc1
? | COc1ccccc1CN1CC(c2noc(-c3cc(C)cc(C)c3)n2)CC1=O (stereo not drawn)
8.4% | Cn1c(=O)c2ccccc2n(CC(=O)Nc2ccc(C(F)(F)F)cc2)c1=O
-18.9% | NCC(=O)N1CCC(n2nccc2NC(=O)c2ccccc2)CC1
15.4% | COc1c(C)cc(Br)cc1C(=O)Nc1sc2c(c1C(N)=O)CCC(C)C2 (stereo not drawn)
-10.1% | CN(C(=O)c1ccc2c(c1)N(Cc1cccc(Cl)c1)C(=O)c1ccccc1S2(=O)=O)C1CCCCC1
-19.4%[149 µM] | c1cnc2c(c1)ncn2C1CC1
? | O=C(CN1CCCc2nc(C3CC3)ncc2C1=O)NCc1cccs1
26.8% | CO[C@H]1C(=O)N(C2CCN(C(=O)CCn3cccn3)CC2)[C@H]1c1ccncc1
-4.6% | O=C(CC1CCOCC1)NCCc1ccccn1
10.0% | CSCc1nnc2c3ccccc3c(-c3ccc(C)c(S(=O)(=O)N(C)CCO)c3)nn12
-14.1% | CNC(=O)N1CCC(C2CCN(C(=O)C3CCNCC3)C2)CC1 (stereo not drawn)
? | O=C(Cn1nc(-c2ccc(Cl)cc2)ccc1=O)NCc1ccccc1Cl
-3.2% | Cc1c(C(=O)N2CCc3ccccc3C2)oc2ccc(F)cc12
? | Cc1cc(C)nc(N/N=C/c2cc(Br)ccc2O)n1
-18.1% | CN(C)C[C@@H]1CN(Cc2ccccn2)C[C@H]1NS(=O)(=O)c1cccc(F)c1
-3.9% | C#CCNC(=O)CN1CCN(C(=O)C2CCCC2)CC1
-23.3% | COc1ccc(S(=O)(=O)N2CCC(OC3CCN(C)CC3)CC2)cc1
-8.7% | CCc1nn2c(=O)cc(CN(CC)Cc3ccc(OC)cc3)nc2s1
? | N#Cc1cccc(CN[C@H]2[C@H](O)[C@H](O)C[C@@H]2c2ccc(N3CCOCC3)nc2)c1
11.7% | CSc1ccccc1NC(=O)c1ccc(F)c(F)c1
-14.5% | COc1ccc(NC(=O)Cn2c(=O)c3ccccc3n3nncc23)c(OC)c1
-4.9% | CCN1C(=O)CCN(Cc2ccc(C)c(C)c2)CC12CCOCC2
-0.3% | COC(=O)CCNC(=O)C1CN(S(=O)(=O)c2cccs2)CC12CCCCC2 (stereo not drawn)

# Next results follow:
KDM5B inhibitor | structure
? | COc1ccc(C2=NOC(COc3ccc4c(C)cc(=O)oc4c3)C2)c(OC)c1 (stereo not drawn)
19.9% | COCc1noc([C@@H]2CN(C(=O)CCc3nc4ccccc4[nH]3)C[C@H]2C(N)=O)n1
10.0% | COc1ccc(-n2cc(-c3ccc4c(c3)OCO4)n(CC(=O)Nc3cccc(C)c3C)c2=O)c(OC)c1
-8.7% | CCc1cccc(NC(=O)Cn2c(=O)c(-c3noc(C)n3)c3n(c2=O)CCCCC3)c1
? | Cc1c(C)c2cc(Cl)c(OC(C)C(=O)NCc3ccccn3)cc2oc1=O (stereo not drawn)
-19.9%[86.2 µM] | CC1(C)[C@H](Cc2cc(-c3ccccc3)on2)C[C@@H]1NS(C)(=O)=O
? | COc1ccc(C2=C(C)C(=O)N(Cc3ccc(C(=O)NCc4ccccc4C)cc3)S2(=O)=O)cc1
11.1% | CN(C)C(=O)c1ccc(Br)cc1F
-12.8% | CC(=O)Nc1ccc(NC(=O)C2CCCN(S(=O)(=O)c3ccc4c(c3)CCCC(=O)N4)C2)cc1 (stereo not drawn)
10.3% | O=C(Nc1nc(-c2ccccc2)cs1)c1ccco1
35.5µM* | O=C1CC2(CCN(Cc3ccccc3)CC2)Oc2ccccc21
11.8% | Cc1ccc(C2(C)NC(=O)N(CC(=O)Nc3ccc4c(c3)CCC4)C2=O)cc1 (stereo not drawn)
-23.8% | COc1ccc(-c2nc3cc(C)ccc3cc2CN2CCN(C(C)=O)CC2)cc1
6.4% | Cc1cccc(CSc2nc3ccncc3n2Cc2ccc(C(=O)NCCN(C)C)cc2)c1
-21.6% | CC(C)c1nc2c(c(-c3ccc(O)cc3)n1)CCN(C(=O)c1cccc(Cl)c1)CC2
-3.2%[86.2 µM] | O=C(c1ccccc1F)N1CCn2c(nnc2C2CCCNC2)C1 (stereo not drawn)
0.2% | Cc1nn2c(=O)cc(COc3ccc(/C=C(\C#N)C(=O)Nc4ccc(F)cc4)cc3)nc2s1
19.2% | Cc1ccc(-c2cnc(CCC(=O)NC(C)c3ccc4c(c3)NC(=O)CO4)o2)cc1C (stereo not drawn)
12.1% | CCOc1ccc(NC(=O)c2cc3cc4ccc(C)cc4nc3o2)cc1
-4.5% | Cc1noc([C@@H]2CN(C(=O)Cc3c[nH]c4ccccc34)C[C@H]2CO)n1
8.3% | COc1ccc2c(=O)c3c(=O)n(CCc4ccccc4)c(C(C)C)nc3oc2c1
? | CCc1noc(-c2cccn3c(CNC(=O)c4ccc(C)c(F)c4)nnc23)n1
-7.6% | COc1ccc(CCNC(=O)c2c(C)nn(-c3ccc(F)cc3)c2-n2cccc2)c(OC)c1OC
25.1µM* | Cc1noc(-c2ccn3c(CNC(=O)c4cccc5[nH]ccc45)nnc3c2)n1
-1.5% | Cn1ncc(N2CCCC(CC(=O)O)C2)cc1=O (stereo not drawn)
4.5%[115 µM] | COc1ccc(OC)c([S+](=O)([O-])c2nnn3c2nc(NC2CC2)c2ccccc23)c1
-15.8%[86.2 µM] | COc1ccc(C(=O)N[C@@H]2CN(C(=O)NC(C)C)CCC[C@H]2O)cc1
41.2% | CN(c1ccccc1)c1ncccn1
15.4% | Cc1n[nH]c(C)c1S(=O)(=O)N1CCC(C)CC1
5.2% | CCc1cccc(C)c1NC(=O)Cn1ccn(-c2ccccc2)c(=O)c1=O

# Overlap with the part before: 5 compounds, then new ones.
KDM5B inhibitor | structure
4.5%[115 µM] | COc1ccc(OC)c([S+](=O)([O-])c2nnn3c2nc(NC2CC2)c2ccccc23)c1
-15.8%[86.2 µM] | COc1ccc(C(=O)N[C@@H]2CN(C(=O)NC(C)C)CCC[C@H]2O)cc1
41.2% | CN(c1ccccc1)c1ncccn1
15.4% | Cc1n[nH]c(C)c1S(=O)(=O)N1CCC(C)CC1
5.2% | CCc1cccc(C)c1NC(=O)Cn1ccn(-c2ccccc2)c(=O)c1=O
31.6%[activator] | Cc1oc2cc(OCC(=O)NCCC(=O)O)ccc2c(=O)c1-c1ccc(Cl)cc1
? | CC(C)(C)c1cc(NCc2ccccn2)n2ncc(-c3ccc(Cl)cc3)c2n1
-9.0% | CCC(C)(CC(=O)Nc1ccc(NC(C)=O)cc1)Cc1nc2ccccc2s1 (stereo not drawn)
3.6% | C=C(Cl)CN1CCN(CC2CCCO2)CC1 (stereo not drawn)
-24.4% | CN(C)C[C@@H]1CN(C2CCOCC2)C[C@H]1NC(=O)c1ccc2c(c1)OCO2
-5.0% | COc1ccc(OC)c(NC(=O)CSc2c3c(nc4cc(Cl)ccc24)CCCC3)c1
-8.8% | Cc1cccc(N2CCN(C(=O)C3CCN(S(=O)(=O)c4c(C)noc4C)CC3)CC2)c1C
-8.2% | CCN1CCN(C(=O)CC2Sc3ncccc3N(CC)C2=O)CC1 (stereo not drawn)
12.9% | c1ccc(-c2nnc(CSc3nnnn3C3CCCC3)o2)cc1
9.1% | COC[C@@H]1CN(C(=O)c2ccncc2)C[C@H]1c1ccncc1
-14.3% | CCOC(=O)C1CCN(CCC(=O)Nc2ccc(Br)c(C)c2)CC1
-13.1% | COc1ccc(CCNC(=O)CSc2ncc3c(n2)-c2cc(Cl)ccc2N(Cc2ccccc2)S3(=O)=O)cc1OC
3.6% | COC(=O)c1cccc(COC(=O)C2=NN(C3CCS(=O)(=O)C3)C(=O)CC2)c1 (stereo not drawn)
162.9%[activator] | COc1ccc(-c2ccnc(N[C@H]3CO[C@H]4[C@@H]3OC[C@@H]4NC(=O)c3ccc4c(c3)OCO4)n2)cc1
-29.6% | COc1ccc(-c2cc(=O)c3cc(NC(=O)c4cc(OC)c(OC)c(OC)c4)ccc3o2)cc1
-6.2% | CSc1ccccc1C(=O)Nc1cccc([N+](=O)[O-])c1C
-16.5%[86.2 µM] | CC1(C)[C@H](Cc2cc(CC3CCCCC3)on2)C[C@@H]1NC(=O)c1ccco1
-32.5% | COC(=O)C1=C(C)NC(C)=C(C(=O)OC)C1c1ccc(-c2cccc([N+](=O)[O-])c2)o1
-22.5% | CCOC(=O)C1=CN(c2ccccc2)C=C(C(=O)OCC)C1c1ccc(F)cc1
-20.0% | Cc1ccc(SCCNC(=S)Nc2ccc(Nc3ccccc3)cc2)cc1
-21.7% | C[C@H]1[C@@H]2[C@@H](O)C([C@H](C)C(=O)NCc3ccccn3)CC[C@@]2(C)CC[C@@H]1NC(=O)Cc1ccccc1 (stereo partly drawn)
4.1% | COc1ccccc1-c1nnc(SC(C(=O)N2CCCC2)c2ccccc2)n1C (stereo not drawn)
13.8% | C/C(=N\O)C(C)(C)Nc1cccc(F)c1
? | COc1cc(-c2cc3n(C)c(C)c(CCC(=O)NCc4ccccc4)c(=O)n3n2)cc(OC)c1OC
-19.7%[86.2 µM] | CC(=O)Nc1ccc(CN(C)C2CCc3ccccc32)cc1 (stereo not drawn)
-0.7% | Cc1cc(Cl)ccc1S(=O)(=O)N(Cc1cccnc1)C1CC1
-21.0% | Cc1ccc2nc(C(=O)N(C)Cc3cc(-c4cccnc4)no3)cn2c1
-18.7% | COc1ccc(S(=O)(=O)Cc2ccc(C(=O)N3CCN(c4cc(C)ccc4C)CC3)o2)cc1
? | Cc1cc(C(=O)N2CCC(O)(c3ccccc3)[C@H](N3CCCC3)C2)n[nH]1 (stereo partly drawn)
-35.0% | Cc1cccc(-n2nc(C)c(CCC(=O)N3CCSCC3)c2Oc2ccccc2C)c1

# The list continues.
KDM5B inhibitor | structure
21.0% | NC(=O)NCc1ccc(C(=O)NCc2ccc(C(F)(F)F)cc2)cc1
-10.2% | CCOc1ccc(Nc2nc(-c3cc(C)ccc3C)cs2)cc1
-5.1% | CC(C)(CNC(=O)c1cc(-c2ccc(Cl)cc2)on1)N1CCOCC1
17.8µM* | Cc1noc(C)c1CO[C@@H]1COCC[C@H]1NC(=O)c1cccc(=O)[nH]1
? | O=[S+]([O-])(NCC1CN(Cc2cccc(Cl)c2)CC12CN(c1ccccc1)C2)c1ccccc1 (stereo not drawn)
-13.9% | Nc1cc(S(=O)(=O)N2CCOCC2)ccc1N1CCOCC1
? | CC(Sc1nc2c([nH]c3ccccc32)c(=O)n1-c1ccccc1)c1ccccc1 (stereo not drawn)
3.5% | COc1ccc(OC)c(NC(=O)CCNS(=O)(=O)c2ccc3c(c2)oc(=O)n3C)c1
4.4% | O=C(CN1CCCC1c1ccc(F)cc1)Nc1ccc(F)c(F)c1 (stereo not drawn)
15.0% | Cc1ccc2oc(C(=O)Nc3ccc(C(N)=O)cc3)cc(=O)c2c1
? | CCc1nc2c(c(-c3ccc(OC)cc3)n1)CN(C(=O)c1ccc3c(c1)OCO3)CC2
? | COc1cc(-c2nnc(SCCOc3ccccc3)o2)cc(OC)c1OC
2.1% | COC(=O)[C@]12C[C@H](CC(=O)N3CCN(C(=O)C4CC4)CC3)C(=O)N(Cc3ccco3)C1=C[C@H](COCc1ccccc1)O[C@@H]2C
17.1% | COc1ccc(-n2c(=O)c3ccc(C(=O)NCc4ccc(C)cc4)cc3n(Cc3cccc(Cl)c3)c2=O)cc1
-6.7% | CCCc1[nH]nc2c1C(c1ccccc1C(F)(F)F)C(C#N)=C(N)O2 (stereo not drawn)
-12.7% | COc1ccc(CCNC(=O)CCc2nnc(-c3cccc(OC(C)C)c3)[nH]c2=O)cc1
-5.7% | CCOC(=O)c1cc2cc(C#N)ccc2[nH]1
? | CCCCn1c(N)c(N(CCOC)C(=O)c2ccc(-c3ccc(Cl)cc3)o2)c(=O)[nH]c1=O
12.4% | O=C(O)c1cccnc1SC(F)(F)F
-47.8% | COC(=O)c1cc(S(=O)(=O)NCC2CCN(Cc3cccc(F)c3)CC2)cn1C
-2.7% | Cc1ccc(NC(=O)C2CC(=O)N(Cc3ccco3)C2)cc1 (stereo not drawn)
2.6% | Cn1nnc(NC(=O)COc2ccc(C3CCCCC3)cc2)n1
-5.8% | CC(C)c1nc2cc(C(=O)N3CCCC(c4ccccc4)C3)ccc2o1 (stereo not drawn)
5.9% | CC(Nc1ccc(C(C)C)cc1)C(=O)Nc1ccc(Cl)cn1 (stereo not drawn)
? | O=C(CN1CCCc2nc(-c3ccncc3)ncc2C1=O)NCCN1CCOCC1
-15.3% | CN(CCC(N)=O)Cc1ccccc1OCC(O)CN1CCc2ccccc2C1 (stereo not drawn)
-29.3% | Cc1csc2nc(COC(=O)c3ccccc3NC(=O)c3ccc(F)cc3)cc(=O)n12

# Some of the compounds tested (hit frequency here may not be typical).
